AmpC det inh: Promiscuous and Specific Inhibitors of AmpC Beta-Lactamase (assay with detergent). P00811. purified AmpC, nitrocefin hydrolysis with detergent. Potency, µM (series often up to 28.7 µM), for the others: at the top dose activity change, negative = inhibition. 71,000 tested, 0.09% active; active = well fitted curve in the direction sought with a large enough effect
Target sequence (P00811 whole entry, looked up): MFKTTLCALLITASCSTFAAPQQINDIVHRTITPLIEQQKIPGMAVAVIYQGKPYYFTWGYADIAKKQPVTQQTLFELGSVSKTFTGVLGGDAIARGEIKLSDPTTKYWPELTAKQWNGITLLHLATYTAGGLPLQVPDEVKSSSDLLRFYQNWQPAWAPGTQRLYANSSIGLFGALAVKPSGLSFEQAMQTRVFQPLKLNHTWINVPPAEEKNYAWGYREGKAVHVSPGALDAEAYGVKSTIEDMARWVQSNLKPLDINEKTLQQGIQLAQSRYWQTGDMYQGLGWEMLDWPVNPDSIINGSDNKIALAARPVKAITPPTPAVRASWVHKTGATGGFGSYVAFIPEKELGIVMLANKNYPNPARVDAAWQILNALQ
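E. coli AmpC (5.3 nM) in 20 mM phosphate pH 7.0 with 0.01% Triton X-100, preincubated 15 min RT with compound; nitrocefin (2 uL of 800 uM stock) hydrolysis followed by 480 nm absorbance every 20 s over 4 min.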
The depositor's hits bear a star; & = joins results of further samples; [ ] = dose if it differs, or a comment. % is scaled to controls: 0 for no effect and ±100 for the full control effect; potency is read from the fitted curve at half-maximal effect. A portion of the library; rates above refer to the full screens.

The first two entries as a preview:
SMILES	AmpC det inh
CCCC(=O)Nc1cc(Cl)ccc1N1CCN(C(=O)CC)CC1	3%
CC(Oc1ccc2oc(-c3ccccc3)c(C(=O)O)c2c1)C(=O)O (stereo unspecified)	5%

The list itself, repeating the preview:
SMILES	AmpC det inh
CCCC(=O)Nc1cc(Cl)ccc1N1CCN(C(=O)CC)CC1	3%
CC(Oc1ccc2oc(-c3ccccc3)c(C(=O)O)c2c1)C(=O)O (stereo unspecified)	5%
Cc1cccn2cc(CNC(=O)C3CCCCC3)nc12	11%
Brc1ccc(C2=Nn3c(nnc3-c3n[nH]c4c3CCC4)SC2)cc1	-2%
O=C(NCCN1CCN(c2cccc(Cl)c2)CC1)C1CCCN(S(=O)(=O)c2cnc[nH]2)C1 (stereo unspecified)	11%
CC(=O)c1cccc(NC(=O)c2ccc(S(=O)(=O)N3CCCCC3)cc2)c1	-2%
CC(C)(C)c1cn(-c2ccccc2)c(=S)[nH]1	-2%
O=C(CCN1CCN(c2ccccc2)CC1)Nc1ccccc1F	-4%
Cc1ccc(C(=O)O[C@@H](C(=O)O)[C@@H](OC(=O)c2ccc(C)cc2)C(=O)O)cc1 (tested in a mixture with another compound)	-2%
O=C(N1CCN(Cc2ccc3c(c2)OCO3)CC1)C12CC3CC(CC(C3)C1)C2	-3%
Ic1cncc(OC[C@@H]2CCN2)c1	2%
Cc1ccc(S(=O)(=O)N2CCC(C(=O)N[C@@H](Cc3ccccc3)C(=O)O)CC2)cc1	-3%
Cc1cccc(-n2c(SCC(=O)Nc3ccc4c(c3)OCO4)nnc2-c2ccoc2C)c1	-3%
CCCC(=O)C1=C(SCC)CC(C)(C)C(C(=O)OC)C1=O (stereo unspecified)	-2%
CCOC(=O)C1CCN(C(=O)CSc2nnc(-c3ccco3)n2-c2ccccc2)CC1	-5%
O=C(Nc1cnccn1)c1csc2ccccc12	-2%
O=C(COc1ccccc1Br)NCc1ccco1	-4%
O=C(OCC(=O)c1ccc[nH]1)c1ccc(S(=O)(=O)N2CCCCC2)cc1	-2%
C=CCn1c(SCC(=O)c2cccs2)nnc1-c1cccc(OC)c1	1%
Cc1ccc(S(=O)(=O)c2nc(C)oc2NCc2ccccc2)cc1	-30%
Cc1cc(NC(=O)CSc2nc3c(c(=O)n2Cc2ccccc2)SC(C)C3)no1 (stereo unspecified)	8%
Cc1ccc(C)c(CN2CCC(n3nnc4cc(F)ccc43)CC2)c1	-6%
O=C(Nn1cnnc1)c1ccc(F)c(S(=O)(=O)N2CCCCC2)c1	5%
CC(C)(C)NC(=O)C(c1cccs1)N(CC1CCCO1)C(=O)Cn1nnc(-c2cccs2)n1 (stereo unspecified)	0%
O=C(Cn1cnc2ccccc2c1=O)NCCC(=O)N1CCN(c2ccccc2)CC1	-1%
Cc1ccc(NC(=O)CN2C(=O)NC(Cc3ccccc3)C2=O)cc1 (stereo unspecified)	12%
C=CCN1C(=CCO)[C@H]2C[C@H]3[C@@H]1CC[C@@]31c3ccccc3N3C=C4[C@@H]5N(/C=C/2[C@H]31)c1ccccc1[C@]51CC[C@H]2[C@H]1C[C@@H]4/C(=C/CO)N2CC=C	-5%[12.8 µM]
COc1ccc2nc(NC(=O)Cn3cnc4c(=O)n(C)c(=O)n(C)c43)sc2c1	-5%
COC(=O)[C@@H]1O[C@@H](SCCN)[C@@H](O)[C@H](O)[C@H]1O	-1%[5.75 µM]
CN1CC[C@@]2(CCCN(C(=O)c3cc(C(F)(F)F)cc(C(F)(F)F)c3)C2)C1	0%
COc1ccc(OC)c(CNC(=O)CCN2C(=O)COc3ccccc32)c1	2%
COc1ccccc1OCCCn1cc(C(=O)c2ccco2)c2ccccc21	14%
O=C(c1ccccc1)c1ccc(OC(=O)N2CCCC2)cc1	-2%
CN1CCN(C(=O)c2ccccc2NC(=O)CCN2C(=O)c3ccccc3C2=O)CC1	-6%
O=C1c2ccccc2NC2(CCCCC2)N1c1ccc(O)cc1	-3%
COc1c(F)c(F)c(-c2csc(N)n2)c(F)c1F	-4%
CC(C)c1nc2oc3c(N4CCNCC4)ncnc3c2c2c1CCC2	4%
Cc1cnc(NC(=O)C2=C(O)c3ccccc3S(=O)(=O)N2C)s1	0%
CC(C)C(OC(=O)c1cc2sccc2n1C)C(=O)NCC1CCCO1 (stereo unspecified)	-2%
Cc1cc2ccccc2nc1SCC(=O)N1CCCC1	-2%
O=C(O)CCS(=O)(=O)c1cccc2cccnc12	-6%
CC(C)CC(=O)Nc1ccc(F)c(Cl)c1	0%
CC1(C)OC(=O)CC1C(=O)NCc1ccccc1 (stereo unspecified)	-3%
Cc1onc(-c2ccccc2)c1C(=O)NCCc1c[nH]c2ccccc12	8%
COC(=O)c1c(NC(=O)c2ccco2)sc(C(=O)N2CCCC2)c1C	1%
Cc1cc(C)nc(NC2=NCCN2C(=O)NC2CCCCC2)n1	-3%
COc1ccc(NC(=O)CSc2nnc(Cn3c(=O)sc4ccccc43)n2C)cc1OC	11%
COc1ccc(CN=CC2=C(O)CC(C)(C)CC2=O)cc1	-1%
Cc1cc(NC(=O)C23CCC(C)(C(=O)O2)C3(C)C)no1 (stereo unspecified)	9%
COc1ccc(/C(O)=C2/C(=O)C(=O)N(Cc3cccnc3)C2c2ccccn2)cc1 (stereo unspecified)	1%
CCCS(=O)(=O)N1CCCC(C(=O)NCCCN(CC)c2cccc(C)c2)C1 (stereo unspecified)	-1%
CC1CN(S(=O)(=O)c2cccc(-c3cn4cccnc4n3)c2)CC(C)O1 (stereo unspecified)	1%
Cc1ccc(C)c(N2CCN(C(=O)CCCCn3c(=O)[nH]c4ccccc4c3=O)CC2)c1	0%
O=C(c1ccccc1)c1c[nH]c2cc3c(cc2c1=O)OCO3	4%
COc1ccc(-c2n[nH]c(C)c2-c2ccc(Cl)cc2)c(O)c1OC	-9%
O=C(Nc1ccc(CN2CCCCC2)cc1)c1ccc(Br)o1	23%
CCCc1nn(C)c2c1C(c1ccncc1)C(C#N)=C(N)O2 (stereo unspecified)	-1%
O=[N+]([O-])c1ccc2c3c(cccc13)CC2	3%
O=C(O)C(Cl)Cl	8%
COc1ccc(N2CC(C(=O)Nc3ccc(S(=O)(=O)Nc4nc(C)cc(C)n4)cc3)CC2=O)cc1 (stereo unspecified)	0%

14 entries out of the list, sorted by heavy-atom count, low to high.
SMILES	AmpC det inh
O=C(O)C(Cl)Cl	8%
O=[N+]([O-])c1ccc2c3c(cccc13)CC2	3%
CC1(C)OC(=O)CC1C(=O)NCc1ccccc1 (stereo unspecified)	-3%
Cc1cc(NC(=O)C23CCC(C)(C(=O)O2)C3(C)C)no1 (stereo unspecified)	9%
COc1ccc(CN=CC2=C(O)CC(C)(C)CC2=O)cc1	-1%
O=C(Nc1ccc(CN2CCCCC2)cc1)c1ccc(Br)o1	23%
Cc1cc(C)nc(NC2=NCCN2C(=O)NC2CCCCC2)n1	-3%
COc1ccc(-c2n[nH]c(C)c2-c2ccc(Cl)cc2)c(O)c1OC	-9%
COC(=O)c1c(NC(=O)c2ccco2)sc(C(=O)N2CCCC2)c1C	1%
Cc1onc(-c2ccccc2)c1C(=O)NCCc1c[nH]c2ccccc12	8%
CCCS(=O)(=O)N1CCCC(C(=O)NCCCN(CC)c2cccc(C)c2)C1 (stereo unspecified)	-1%
COc1ccc(/C(O)=C2/C(=O)C(=O)N(Cc3cccnc3)C2c2ccccn2)cc1 (stereo unspecified)	1%
Cc1ccc(C)c(N2CCN(C(=O)CCCCn3c(=O)[nH]c4ccccc4c3=O)CC2)c1	0%
COc1ccc(N2CC(C(=O)Nc3ccc(S(=O)(=O)Nc4nc(C)cc(C)n4)cc3)CC2=O)cc1 (stereo unspecified)	0%

More records.
SMILES	AmpC det inh
Cc1nc(N2CCN(Cc3ccccc3)CC2)nc2c1C(=O)CC(c1ccco1)C2 (stereo unspecified)	-4%
Cn1c(=O)c(-c2cc(F)cc(F)c2)nc2cnc(N3CCOCC3)nc21	0%
COCCNC(=O)c1cc2c(=O)n3cccc(C)c3nc2n1C	9%
N#C/C(C(=O)N1CCOCC1)=c1\s/c(=C/c2ccncc2)c(=O)n1-c1ccccc1	-10%
O=S(=O)(NCc1ccc(Cl)cc1)c1cnc[nH]1	-1%
COc1ccc(N2CCN(CCNC(=O)C3CC(=O)N(C4CCCC4)C3)CC2)cc1 (stereo unspecified)	1%
N#CNC1=NCN(CCc2ccccc2)CN1	11%
CCOc1cccc(N)c1	12%
Nc1nnc(-c2ccco2)s1	6%
O=c1nc2n(c3ncccc13)CCC2	9%
ON(CCc1ccncc1)Cc1ccccc1	-5%[5.75 µM]
Cc1cc(C(=O)Nc2sc3c(c2C#N)CCC(C)C3)cs1 (stereo unspecified)	-4%
CCCCN1CCC(n2c(=O)[nH]c3ccccc32)CC1	1%
COc1ccc(CNC(=O)c2cccc(N(C)C)c2)cc1	0%
CCc1ccccc1NC(=O)CSc1nnc([C@@H](NC(=O)OC(C)(C)C)C(C)CC)o1 (stereo partly specified)	-4%
COc1ccc(-c2cc(C(=O)N(C)Cc3ccccc3)no2)cc1OC	-7%
C[C@@]12CC[C@H]3[C@@H](CC[C@@H]4C[C@H](O)CC[C@]43C)[C@H]1CC[C@H]2O	-1%
Cc1csc(=N)n1-c1ccc(Cl)cc1	-4%
CCNC(=O)NC(=O)COc1ccccc1C#N	-3%
CCC(C)n1cnc2c(c1=O)c1nc3ccccc3nc1n2Cc1ccc2c(c1)OCO2 (stereo unspecified)	5%
CCc1ccccc1NC(=O)CSc1nnc([C@@H]2CCCN2C(=O)OC(C)(C)C)o1	0%
O=C(CSc1nc2ccccc2c(=O)[nH]1)N1CCCCCC1	-5%
COC(=O)c1cc(NC(=O)CSc2nc(C)cc(=O)[nH]2)cc(C(=O)OC)c1	-5%
Cc1cc(NC(=O)c2cc(-c3cccs3)on2)no1	-5%
Cn1cccc1C(=O)N1CCC2(CC1)CCN(C(c1ccccc1)c1ccccc1)CC2	-6%
O=[As](O)(O)c1ccc2nc3cc([As](=O)(O)O)ccc3nc2c1	-1%[5.75 µM]
O=C(COC(=O)C1CCCN1S(=O)(=O)c1ccc(Cl)cc1)Nc1ccc2c(c1)OCO2 (stereo unspecified)	-2%
CC(=O)C1=C(O)C(=O)N(Cc2ccco2)C1c1ccc2c(c1)OCO2 (stereo unspecified)	-3%
NC(=O)CCS(=O)(=O)c1ccccc1	8%
CSc1ccccc1NC(=O)c1noc2c1CCC2	-8%
Cc1nc2ccccc2c(=O)n1NC(=O)c1c(O)c2ccccc2n(C)c1=O	-2%
NC(=O)CSc1nc(-c2ccccc2Cl)ns1	1%
c1ccc(-c2[nH]ncc2-c2nc3ccccc3[nH]2)cc1	-2%
O=C(O)c1ccc(-c2ccccc2C(F)(F)F)o1	-1%
O=C1CC(N2CCN(c3nc4ccccc4s3)CC2)C(=O)N1Cc1cccs1 (stereo unspecified)	-2%
CCOC(=O)Cn1c(=N)n(Cc2ccccc2F)c2ccccc21	-4%
C[N+]1(C)CCc2cc3c(cc2[C@@H]1[C@@H]1C(=O)Oc2c1ccc1c2OCO1)OCO3	-2%&-1%
CC1=CC(C)(C)Nc2ccc(OC(=O)c3cccnc3)cc21	-2%
Cc1cccc(N)c1C	15%
CCOC(=O)c1ccccc1NC(=O)c1cccc2c1C(=O)N(C1CCN(C(=O)OCC)CC1)C2	5%
CC(=O)c1cccc(NC(=O)c2oc(C)nc2C)c1	-4%
Cc1cc(N2CCOCC2)nc(SCC(=O)c2ccc(Cl)cc2)n1	0%
COCCn1c(SCC(=O)Nc2ncc(C)s2)nc2sc3c(c2c1=O)CCC3	7%
Cn1c(=O)c(NCCO)c2c3c(cccc31)C(=O)c1ccccc1-2	7%
O=C(Nc1ccc(Cl)cc1)NC1CCCC1Cc1ccco1 (stereo unspecified)	-2%
CN(C(=O)C1CCCO1)c1nnc(-c2cnccn2)s1 (stereo unspecified)	3%
CCc1[nH]nc2c1C(C(C)C)C(C#N)=C(N)O2 (stereo unspecified)	-2%
Cc1cc(CNC(=O)[C@H]2C[C@@H]2[C@H](NP(=O)(c2ccccc2)c2ccccc2)c2ccccc2)nn1C	0%
COC(=O)CCc1c(C)nn(-c2ccccc2)c1C	-5%
O=c1c2[nH]c3ccc(F)cc3c2ncn1C1CCCCC1	-4%
CCN1CCN(c2c(Cl)cccc2NC(=O)c2ccco2)CC1	-6%
COc1cccc(/C=N/n2c(SC)nnc2-c2ccccc2)c1OC	-1%
Cc1ccc(NC(=O)Cn2nc(C)c3ccccc3c2=O)c(C)c1	-4%
Cc1cc(NC(=O)CSc2nnc(COc3cccc(C)c3C)n2C)no1	9%
CCOC(=O)c1csc(NC(=O)c2ccc(S(=O)(=O)N(CC)CC)cc2)n1	11%&0%
COc1ccc(NC(=O)Cc2nnc(SCC(=O)Nc3cc(C)ccc3OC)n2C)cc1	-12%
C=CCn1cc(C(=O)NCC2CCCO2)c(=O)c2cc(S(=O)(=O)N3CCCCCC3)ccc21 (stereo unspecified)	-3%
CC(=O)c1ccc(NC(=O)c2ccn[nH]2)cc1	-4%
O=C(Nc1ccccc1C(=O)O)c1cccc(NC(=O)c2ccc(Br)o2)c1	-6%
Cc1c(O)c(Br)c(C)c(O)c1Br (tested in a mixture with another compound)	-5%[5.75 µM]
Later entries
SMILES	AmpC det inh
COc1ccc2nc(NC(=O)CSc3nnc(-c4ccoc4C)n3C)sc2c1	-2%
CN(C)Cc1ccccc1-c1nc(NCc2ccccc2)c2ccccc2n1	8%
Cc1ccc(S(=O)(=O)Nc2ccc3ncccc3c2)cc1	9%
Cc1noc(C)c1C(=O)OCC(=O)c1cc(C)n(Cc2ccccc2Cl)c1C	-2%
O=[n+]1cc(-c2ccc(F)cc2)n([O-])c2c1CCC2	26%
O=C(Nc1ccc(NC(=O)c2cccs2)cn1)c1ccco1	3%
CCOC(=O)c1[nH]c2ccccc2c1NC(=O)c1ccco1	-2%
Cc1cccc(CNc2cc(-c3cccc(NS(C)(=O)=O)c3)ncn2)c1	8%
CCN(C1CCCCC1)S(=O)(=O)c1cn(C)c(=O)n(C)c1=O	10%

Compound activity (PubChem BioAssay)
